PvdQ acylase: P. aeruginosa PvdQ acylase inhibitors, primary screen, biochemical, fluorescence, plate reader and imaging, single point; PvdQ acylase [Pseudomonas aeruginosa LESB58]; purified PvdQ acylase; inhibition, % at 10 µM; 340,000 tested, 0.063% active; AID 488965, 2010; in the data active = inhibition above about 30%, passing the limit was not always enough;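 note: 0% = vehicle neutral wells and 100% = reference inhibitor wells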
CAL PDZ FP-1: untagged CAL PDZ binding inhibitors, primary screen, biochemical, fluorescence polarization, HTS | Golgi-associated PDZ and coiled-coil motif-containing protein (Homo sapiens), Q9HD26 | purified CAL PDZ, TMR-peptide fluorescence polarization, 1 h | inhibition, % at 24.9 µM | 300,000 tested, 0.92% active | AID 602252, 2012;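 active = mean inhibition of at least 30% with at least half of replicates also reaching 30%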;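 note: 0% = DMSO neutral control and 100% = excess unlabeled competitor peptide PRC23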
dFosB activator: activators of delta FosB homodimer, primary screen, biochemical, fluorescence polarization, TAMRA-CDK5 oligo, single point; Protein FosB (Mus musculus), P13346; activation, % at 25 µM; AID 493131, 2011; 340,000 tested, 0.99% active; purified delta FosB; percent of positive-control signal above neutral wells;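 active = mean activation above about 17%, with every replicate also reaching it, limit read from the data, passing the limit was not always enough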;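 note: fluorescence polarization rise as delta FosB binds a TAMRA Cdk5 AP-1 oligo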
MITF act: activators of MITF-driven TRPM1 promoter reporter, primary screen, cell-based, SK-MEL-5, luciferase, single point; SK-MEL-5 TRPM1-promoter luciferase, 24 h; % of positive control, neutral wells = 0; activation, % at 12.5 µM; 300,000 tested, 0.75% active; AID 588334, 2011;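 active = mean activation of at least 80% with every replicate also reaching 80%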;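 note: 0% = neutral control wells and 100% = parthenolide positive control wells; values of inactives mirror those of a sister screen read the other way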
SR-BI HDL uptake: inhibitors of SR-BI mediated HDL lipid uptake, primary screen, ldlA[mSR-BI] cells, fluorescence, single point. inhibition, % at 12.5 µM. Scavenger receptor class B member 1 (Mus musculus), Q61009. ldlA[mSR-BI] CHO cells, DiI-HDL uptake fluorescence, 3 h. AID 488896, 2010. 320,000 tested, 0.96% active;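 active = mean replicate inhibition of at least 70% and a set share of replicates each scoring 70 or more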;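 note: 0% = median of neutral control wells and 100% = median of positive control wells; values of inactives mirror those of a sister screen read the other way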
Target sequence (Q61009 whole entry, looked up): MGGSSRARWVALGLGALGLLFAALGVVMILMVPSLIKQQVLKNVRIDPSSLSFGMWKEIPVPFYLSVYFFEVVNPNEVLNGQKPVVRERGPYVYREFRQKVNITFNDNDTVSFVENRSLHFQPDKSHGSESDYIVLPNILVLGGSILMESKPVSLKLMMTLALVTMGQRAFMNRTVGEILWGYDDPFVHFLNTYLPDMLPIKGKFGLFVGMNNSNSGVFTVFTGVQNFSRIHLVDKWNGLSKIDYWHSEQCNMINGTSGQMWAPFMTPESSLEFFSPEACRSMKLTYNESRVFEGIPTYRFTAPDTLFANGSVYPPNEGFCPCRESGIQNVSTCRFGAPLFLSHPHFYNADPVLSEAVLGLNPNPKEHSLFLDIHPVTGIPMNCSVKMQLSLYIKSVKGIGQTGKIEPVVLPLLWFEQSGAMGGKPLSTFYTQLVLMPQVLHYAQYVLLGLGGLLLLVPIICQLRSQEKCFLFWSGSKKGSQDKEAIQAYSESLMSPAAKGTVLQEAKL
PfHsp90 yeast 2: growth inhibition of PfHsp90-expressing yeast, primary screen, antimalarial PfHsp90 inhibitor project, S. cerevisiae, BacTiter-Glo luminescence, single point, set 2; AID 504621, 2011; 310,000 tested, 0.32% active; BacTiter-Glo ATP, 48 h; yeast lacking PDR1 and PDR3 efflux regulators; inhibition, % at 9.4 µM;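 active = every replicate shows inhibition above about 80%, whatever the replicate mean, limit read from the data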;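 note: 0% = DMSO neutral controls and 100% = 20 µM radicicol positive controls; yeast relying on Plasmodium falciparum Hsp90 in place of its own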
CAL PDZ FP-2: CAL PDZ peptide-binding inhibitors, primary screen, biochemical, fluorescence polarization, Cer-tagged CAL PDZ, HTS | 330,000 tested, 0.02% active | inhibition, % at 20 µM | purified CAL PDZ, TMR-peptide fluorescence polarization, 1 h | AID 504414, 2011 | Golgi-associated PDZ and coiled-coil motif-containing protein (Homo sapiens), Q9HD26;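 active = highest replicate inhibition of at least 40%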;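 note: plate controls were DMSO neutral control wells for no effect and unlabeled competitor peptide control wells for full effect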
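Material: tagged CAL PDZ protein CerCALP, purified; buffer or medium: sodium phosphate/NaCl buffer pH 7.4 with TCEP, IgG, Thesit; also added: fluorescent TMR peptide probe; schedule: 1 h incubation at room temperature before polarization reading; technique: fluorescence polarization from S- and P-plane intensities, G-factor corrected; control set: unlabelled peptide and DMSO controls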
Rtt109 HAT inh: inhibitors of C. albicans Rtt109/Vps75 HAT, primary screen, biochemical, ThioGlo CoA-SH fluorescence, plate reader; 330,000 tested, 0.16% active; Histone acetyltransferase RTT109 (Candida albicans (strain SC5314 / ATCC MYA-2876)), …; inhibition, % at 34.9 µM; purified Rtt109/Vps75, 4 h;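 active = inhibition of at least 50% in every replicate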
Target sequence (Q5AAJ8 whole entry, looked up): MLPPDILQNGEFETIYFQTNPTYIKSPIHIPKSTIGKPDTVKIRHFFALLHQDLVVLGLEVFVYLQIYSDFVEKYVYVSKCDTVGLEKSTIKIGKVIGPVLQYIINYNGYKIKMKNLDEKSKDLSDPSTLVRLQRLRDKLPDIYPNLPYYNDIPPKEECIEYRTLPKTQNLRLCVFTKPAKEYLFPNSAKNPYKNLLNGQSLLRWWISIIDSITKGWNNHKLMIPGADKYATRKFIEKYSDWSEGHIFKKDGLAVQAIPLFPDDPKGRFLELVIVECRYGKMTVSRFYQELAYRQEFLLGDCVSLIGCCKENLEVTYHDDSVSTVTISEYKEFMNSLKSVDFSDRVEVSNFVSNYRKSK
SR-BI uptake up: activators of SR-BI mediated DiI-HDL uptake, primary screen, ldlA[mSR-BI] CHO cells, DiI fluorescence. activation, % at 12.5 µM. 3 h; 100 = double the neutral-control signal. 320,000 tested, 0.096% active;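 active = mean replicate activation of at least 60% and every replicate at or above 60%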;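 note: 0% = median plate neutral-control signal and 100% = twice that signal; values of inactives mirror those of a sister screen read the other way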
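Material: SR-BI-overexpressing, LDLR-lacking CHO cells; schedule: compound exposure 3 h, 37 °C; reagent: DiI-labelled HDL at 10 µg/mL final; technique: bottom-read fluorescence, 550/595 nm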
NSD2 HMT inh: NSD2 histone methyltransferase inhibitors, primary screen, biochemical, AlphaScreen, single concentration, set 2; Histone-lysine N-methyltransferase NSD2 (Homo sapiens), O96028; NSD2 peptide methylation, 120 min; inhibition, % at 12.5 µM; 310,000 tested, 0.54% active; AID 743445, 2014; in the data active = inhibition above about 50%
The depositor's hits bear a star; . = not tested or not shown.

cpd	canonical_smiles	PvdQ acylase	CAL PDZ FP-1	dFosB activator	MITF act	SR-BI HDL uptake	PfHsp90 yeast 2	CAL PDZ FP-2	Rtt109 HAT inh	SR-BI uptake up	NSD2 HMT inh
1	CNCC(=O)N1CCN(c2ncc(C(F)(F)F)cc2Cl)CC1	19	-2	1	4	-12	-18	-0.3	7	12	18
2	CCC1=C2CC[C@H]3C(=O)NC(=O)[C@H]3[C@H]2[C@@]2(Cc3ccccc3)C(=NCC(=O)OC)OC(=O)N2C1=O	-6	2	0	-2	-13	-6	-0.1	-14	13	.
3	O=C(N/N=C/c1ccc(F)cc1)c1ccccc1	-10	2	-5	51	-3	5	-0.5	2	3	-2
4	O=C(CN1CCOCC1)N/N=C/c1ccc(C(=O)O)cc1	-11	0	-5	-8	-14	3	-1.6	.	14	0
5	Cc1ccc(S(=O)(=O)N2CCOCC2)cc1NC(=O)c1cc(-c2ccccn2)nc2ccccc12	2	2	-19	-23	43	-2	-0.4	-6	-43	1
6	CC(C)N1C(=O)CCC1C(=O)N1CCN(c2ccccn2)CC1 (stereo unspecified)	11	.	1	5	-35	-14	0.4	10	35	.
7	COc1cc(C2OC(=O)C3C(c4ccc(OC(C)=O)c(OC)c4)OC(=O)C23)ccc1OC(C)=O (stereo unspecified)	3	6	-3	.	-4	7	-2.1	2	4	-2
8	CC(C)NC(=O)CCCn1cc([N+](=O)[O-])cn1	-13	-8	4	1	7	.	-0.6	-1	-7	-4
9	O=[N+]([O-])/C=C1/CCCCCN1	2	5	-7	5	-19	28	-6.8	5	19	-3
10	COc1ccc(-c2cn(Cc3cccc(OC)c3)nn2)cc1	-15	-1	1	64	-10	-21	-1.1	-7	10	.
11	Cc1cccn2c(=O)c3cc(C(=O)NCc4ccco4)c(=N)n(CCc4ccccc4)c3nc12	-16	-3	20*	18	.	-26	1.7	-30	.	0
12	Cc1ccc(S(=O)(=O)N2CCCC(C(=O)NCCC3=CCCCC3)C2)cc1 (stereo unspecified)	-18	4	-4	-6	-48	14	-0.5	3	48	-9
13	CCn1cc(Cl)c(C(=O)Nc2nccs2)n1	-14	-4	-8	20	-23	3	-0.7	-4	23	-2
14	CCCCN(C)CCCNC(=O)c1cn(CC)c2ccc(S(=O)(=O)N3CCc4ccccc4C3)cc2c1=O	1	.	-10	-9	2	21	-2.6	15	-2	.
15	O=C(NC1CCCC1)C(c1cccnc1)N(C(=O)c1csnn1)c1ccccc1 (stereo unspecified)	-1	-4	-1	13	.	6	-2.2	-7	.	1
16	COc1ccc2c(c1)OC(=O)CC2c1cc(OC)c(OC)c(OC)c1 (stereo unspecified)	-10	-7	-2	-5	-12	-16	-0.9	-4	12	.
17	CNC(=S)N(CCCN(C)C)Cc1cc2cc3c(cc2[nH]c1=O)OCCO3	-16	-3	4	-10	16	-14	-0.6	-4	-16	6
18	Cc1c(C(=O)N2CCOCC2)c(S(=O)(=O)N2CCN(c3ccc(Cl)cc3)CC2)c(C)n1C	-11	-1	-1	10	-2	13	-2.6	-3	2	2
19	O=C(CCSc1nnc(-c2ccco2)o1)Nc1ccc(F)cc1	-11	-1	3	-14	-13	.	-3.0	0	13	-4
20	Cc1ccc(NC(=O)CCNS(=O)(=O)c2ccc(Br)cc2)cc1S(=O)(=O)N1CCOCC1	-16	-6	-2	-1	-1	42	-1.9	9	1	1
21	Cc1cccc(NS(=O)(=O)c2ccc(C(=O)N3CCC3)cc2)c1C	-29	-1	-2	5	22	-20	-2.4	4	-22	3
22	O=C(Nc1ccc2nn(-c3ccccc3)nc2c1)c1ccco1	6	0	-15	.	18	26	-2.1	-1	-18	1
23	C#CCOc1ccc(Cl)cc1/C=N/O	-4	0	-3	-3	-5	-11	-2.6	-4	5	-1
24	O=[N+]([O-])c1ccc(N/N=C/c2ccc(O)c(O)c2O)c(S(=O)(=O)N2CCOCC2)c1	-14	-6	-8	-17	108*	5	.	6	-108	29
25	CCOc1cc(CNc2ccc3c(c2)OCCO3)cc(Br)c1OCC(N)=O	7	-2	-1	7	52	-14	-0.5	-3	-52	4
26	Cc1cc(C)nc(SCC(=O)NCc2ccco2)n1	-10	4	9	-3	-4	-14	-0.6	-4	4	.
27	CC(C)(C)C1CCc2c(sc(NC(=O)CSc3nnc(-c4ccccc4)o3)c2C#N)C1 (stereo unspecified)	19	-1	-6	2	-5	6	-1.0	56*	5	1
28	CCC(=O)Nc1ccc2c(c1)Cc1cc(NC(=O)CC)ccc1-2	-9	.	-1	2	74*	2	0.0	1	-74	-3
29	Cc1ccc(NC(=O)CN(C)C(=O)Cc2ccc(Cl)cc2Cl)cc1	1	-6	-5	6	.	0	0.5	4	.	2
30	Cc1ccc(NC(=O)c2cc(N3C(=O)CCC3=O)ccc2N2CCCCC2)cc1	-10	-2	-6	3	18	8	-1.3	5	-18	0
31	Cc1cc(N2CCCCC2)nc(SCC(=O)c2ccccc2)n1	12	-1	-14	.	31	.	-1.2	-5	-31	13
32	CC1=C(C(=O)OCCNC(=O)c2ccccc2O)C(c2ccccc2[N+](=O)[O-])C(C(=O)OCC2CCCO2)=C(C)N1 (stereo unspecified)	8	-2	-5	-4	15	-2	-0.4	-3	-15	-1
33	S=C(Nc1cccnc1)NC1CCCC1	15	0	4	-13	-10	-24	-0.2	0	10	0
34	COc1ccc(NC(=O)CSc2nc3[nH]c(=O)[nH]c(=O)c3s2)cc1OC	-14	-7	2	-3	-7	14	-0.3	4	7	-1
35	CC(C)C[C@H](NC(=O)c1cc2cc(Cl)ccc2n1C)C(=O)N1CCC[C@H]1C(=O)O	-12	-3	-1	12	-14	17	-0.3	-9	14	.
36	C=C(Cl)COc1cc(C)cc2oc(=O)cc(CC)c12	-28	-2	-10	-6	26	-31	-1.2	-2	-26	-2
37	Cc1nc(-c2ccc(F)cc2)c(CC(=O)Nc2cccc(S(=O)(=O)N3CCOCC3)c2)s1	-7	2	-7	-2	56	11	-2.3	-4	-56	-1
38	O=C(O)c1ccccc1C(=O)Nc1ccc(S(=O)(=O)NC2CCCCC2)cc1	-9	-1	-3	24	23	7	0.0	-2	-23	.
39	COc1ccc(C(C)NC(=O)c2ccccc2Cl)cc1OC (stereo unspecified)	-2	0	5	4	.	48	-0.2	-3	.	-1
40	COc1ccc(CNC(=O)CN(C(=O)c2snc(C(N)=O)c2N)c2ccccc2F)cc1	-1	-19	-9	-8	7	-17	-3.3	-5	-7	-17
41	COCc1cc(N2CCCC2)nc(-c2ccccc2)n1	-4	9	-1	0	23	4	-0.4	-6	-23	1
42	O=C(CCC(=O)N1CCc2ccccc21)Nc1ccccc1	-7	-7	-2	-7	7	-19	-1.0	-6	-7	-1
43	CC(=O)[C@H]1CC[C@H]2[C@@H]3CCC4=CC(=O)CC[C@]4(C)[C@H]3[C@H](O)C[C@]12C	6	-2	-2	4	7	2	-1.5	3	16	.
44	CCN(CC(=O)Nc1ccccc1OC)C(=O)c1ccc(N(C)S(=O)(=O)c2ccc(C)cc2)cc1	-14	0	-1	2	22	.	-2.5	-11	-22	4
45	COc1ccc(/C=C/C(=O)c2sc(-c3ccccc3)nc2C)cc1	-1	-7	-8	2	-9	-3	0.8	4	9	-4

Some of the entries above, reformatted.
30: Cc1ccc(NC(=O)c2cc(N3C(=O)CCC3=O)ccc2N2CCCCC2)cc1
31: Cc1cc(N2CCCCC2)nc(SCC(=O)c2ccccc2)n1
32: CC1=C(C(=O)OCCNC(=O)c2ccccc2O)C(c2ccccc2[N+](=O)[O-])C(C(=O)OCC2CCCO2)=C(C)N1 (stereo unspecified)
33: S=C(Nc1cccnc1)NC1CCCC1
34: COc1ccc(NC(=O)CSc2nc3[nH]c(=O)[nH]c(=O)c3s2)cc1OC
35: CC(C)C[C@H](NC(=O)c1cc2cc(Cl)ccc2n1C)C(=O)N1CCC[C@H]1C(=O)O
36: C=C(Cl)COc1cc(C)cc2oc(=O)cc(CC)c12
37: Cc1nc(-c2ccc(F)cc2)c(CC(=O)Nc2cccc(S(=O)(=O)N3CCOCC3)c2)s1
38: O=C(O)c1ccccc1C(=O)Nc1ccc(S(=O)(=O)NC2CCCCC2)cc1
39: COc1ccc(C(C)NC(=O)c2ccccc2Cl)cc1OC (stereo unspecified)
entry no. | 30 | 31 | 32 | 33 | 34 | 35 | 36 | 37 | 38 | 39
PvdQ acylase | -10 | 12 | 8 | 15 | -14 | -12 | -28 | -7 | -9 | -2
CAL PDZ FP-1 | -2 | -1 | -2 | 0 | -7 | -3 | -2 | 2 | -1 | 0
dFosB activator | -6 | -14 | -5 | 4 | 2 | -1 | -10 | -7 | -3 | 5
MITF act | 3 | . | -4 | -13 | -3 | 12 | -6 | -2 | 24 | 4
SR-BI HDL uptake | 18 | 31 | 15 | -10 | -7 | -14 | 26 | 56 | 23 | .
PfHsp90 yeast 2 | 8 | . | -2 | -24 | 14 | 17 | -31 | 11 | 7 | 48
CAL PDZ FP-2 | -1.3 | -1.2 | -0.4 | -0.2 | -0.3 | -0.3 | -1.2 | -2.3 | 0.0 | -0.2
Rtt109 HAT inh | 5 | -5 | -3 | 0 | 4 | -9 | -2 | -4 | -2 | -3
SR-BI uptake up | -18 | -31 | -15 | 10 | 7 | 14 | -26 | -56 | -23 | .
NSD2 HMT inh | 0 | 13 | -1 | 0 | -1 | . | -2 | -1 | . | -1

40: COc1ccc(CNC(=O)CN(C(=O)c2snc(C(N)=O)c2N)c2ccccc2F)cc1
41: COCc1cc(N2CCCC2)nc(-c2ccccc2)n1
42: O=C(CCC(=O)N1CCc2ccccc21)Nc1ccccc1
entry no. | 40 | 41 | 42
PvdQ acylase | -1 | -4 | -7
CAL PDZ FP-1 | -19 | 9 | -7
dFosB activator | -9 | -1 | -2
MITF act | -8 | 0 | -7
SR-BI HDL uptake | 7 | 23 | 7
PfHsp90 yeast 2 | -17 | 4 | -19
CAL PDZ FP-2 | -3.3 | -0.4 | -1.0
Rtt109 HAT inh | -5 | -6 | -6
SR-BI uptake up | -7 | -23 | -7
NSD2 HMT inh | -17 | 1 | -1

Screening results deposited in PubChem by Broad Institute.
